High-throughput results as filed in PubChem BioAssay.
FLuc inh – firefly luciferase inhibition; hit rate 2.2% among 72,000; Potency, µM (doses to about 57.1 µM), for the others: at the highest dose activity change, negative = inhibition, hits mostly inhibitors; purified firefly luciferase, luminescence, 8 min; note: potency is the fitted concentration of half-maximal effect; % is set by controls: 0 for no effect and ±100 for the full control effect; nearly all actives have a fitted effect of over 40% in size
Target sequence (P08659 whole entry, looked up): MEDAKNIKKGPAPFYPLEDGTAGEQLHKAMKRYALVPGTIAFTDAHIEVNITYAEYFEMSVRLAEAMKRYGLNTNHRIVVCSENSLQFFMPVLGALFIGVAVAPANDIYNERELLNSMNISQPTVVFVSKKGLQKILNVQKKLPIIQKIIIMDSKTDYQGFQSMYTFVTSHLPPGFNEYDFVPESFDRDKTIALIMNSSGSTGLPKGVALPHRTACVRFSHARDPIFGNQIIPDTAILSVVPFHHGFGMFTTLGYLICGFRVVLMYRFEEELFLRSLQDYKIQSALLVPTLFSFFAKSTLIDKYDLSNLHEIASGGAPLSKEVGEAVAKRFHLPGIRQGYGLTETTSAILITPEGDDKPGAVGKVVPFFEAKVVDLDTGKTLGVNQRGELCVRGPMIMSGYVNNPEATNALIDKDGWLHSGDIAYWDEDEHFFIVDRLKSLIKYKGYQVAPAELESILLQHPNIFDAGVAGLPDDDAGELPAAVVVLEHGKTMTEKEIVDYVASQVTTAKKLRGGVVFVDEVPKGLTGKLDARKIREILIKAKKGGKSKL
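Titration-based qHTS; buffer 50 mM imidazole pH 7.2, 50 mM KCl, 7 mM MgCl2, 10 uM ATP, 0.01% Tween 20, 0.05% BSA; luciferase/luciferin detector mix added after compound; 8 min, ambient; luminescence.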
Hsp90 Hop PPI – changes Hsp90-Hop TPR2A binding signal, up or down; Potency, µM (series often up to 57 µM), for inactives: at the top dose activity change, negative = inhibition; AlphaScreen TPR2A-His6 binding biotin-Hsp90 C-terminal peptide; hit rate 0.44% among 71,000; active = well fitted curve in either direction with a large enough effect; inconclusive = small, poorly fitted or top-dose-only effect, or another doubt; note: potency is the fitted concentration of half-maximal effect; % is set by controls: 0 for no effect and ±100 for the full control effect; many of its hits are not listed in these tables
A350 fluor – A350 region autofluorescence. Compound autofluorescence, 340/450 nm, Alexa 350 dye-equivalents; hits give high values. max dye-equivalent concentration, M. hit rate 11% among 59,000. AID 590; in the data active = max dye-equivalent concentration above about 10 nM; inconclusive = mostly about 1.1 nM to 9.6 nM
TexasRed autofl – compound fluoresces in the Texas Red spectral region; Compound fluorescence, Texas Red channel, 547/618 nm; hits give high values; max dye-equivalent concentration, M; hit rate 0.06% among 59,000; in the data active = max dye-equivalent concentration above about 10 nM; inconclusive = between about 1.1 nM and that limit
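Texas Red-region profiling: compounds in 100 mM Tris pH 8.0 were read at 547/618 nm after 15 min at room temperature. Intensities were normalized against a six-point Texas Red standard series to give dye-equivalent concentration.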
4-MU autofl – compounds fluorescent in 4-MU spectral region; compound autofluorescence, 340/450 nm, 4-MU equivalents; hits give high values; max dye-equivalent concentration, M; hit rate 11% among 59,000; AID 589; in the data active = max dye-equivalent concentration above about 10 nM; inconclusive = mostly about 1.1 nM to 9.6 nM
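Compounds in 100 mM Tris, pH 8.0, sat 15 min at room temperature before fluorescence was read at 340 nm excitation/450 nm emission; a per-plate six-point 4-MU standard curve converted signals to dye-equivalent concentration at each compound concentration.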
Fluorescein autfl – compound fluoresces in the fluorescein spectral region. Compound autofluorescence, 480/540 nm, fluorescein-equivalent; hits give high values. max fluorescein-equivalent concentration, M. hit rate 0.91% among 59,000; in the data active = max fluorescein-equivalent concentration above about 10 nM; inconclusive = between about 1.1 nM and that limit
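Compounds were pin-transferred into 100 mM Tris buffer, pH 8.0, and incubated 15 min at room temperature. Fluorescence was read at 480 nm excitation/540 nm emission. Signals were normalized to an on-plate six-point fluorescein standard curve as dye-equivalent concentration.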
HBB splice mod – hemoglobin beta splicing modulation | Potency, µM (highest dose often 46.1 µM), without a hit: at the top dose activation, actives largely listed as activators | HBB splicing reporter cell assay, activation; EGFP reporter with mutant IVS2-654 intron; response scale: normalised to 500 nM splice-correcting PNA | AID 925 | hit rate 0.06% among 65,000; note: potency is the fitted concentration of half-maximal effect; 0% is about no effect
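Compounds were applied for 2 days to HeLa EGFP-654 cells, 500/well in Optimem with 2% FCS. The reporter's EGFP is disrupted by mis-splicing of beta-globin intron IVS2-654. Readout: summed well GFP fluorescence from 488 nm laser scanning; reference was 500 nM antisense […] 654 PNA.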
CRE Fsk mod – alters forskolin-stimulated CRE reporter signaling in CHO cells | AID 662 | hit rate 2.5% among 71,000 | CHO CRE-bla reporter (cAMP response element driving beta-lactamase), forskolin EC10, beta-lactamase ratio | Potency, µM (highest dose often 38.2 µM), without a hit: top-dose activity change, negative = inhibition, hits mostly activators; active = well fitted activation curve with a large enough effect in the signal ratio, with a control signal flat, not every such curve was filed as active; inconclusive = small, poorly fitted or top-dose-only effect, or effect the other way, or a change in a side signal; the % refers to the signal ratio; note: potency is the fitted concentration of half-maximal effect; % of control where 0% means no effect
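CHO CRE-bla cells, overnight plating in Opti-MEM with 0.5% dialyzed FBS; cpd titration + EC10 NKH 477, 3 h 37 °C; CCF4 2 h RT; ex 405/em 460 vs 530 ratio → %Activity, AC50.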
ERK AVP block – blocks ERK signaling stimulated by vasopressin; HEK293-V1b, vasopressin-stimulated pERK AlphaScreen; Potency, µM (top dose mostly 57.5 µM), without a hit: at the top dose activity, negative = inhibition, hits mostly inhibitors; hit rate 0.99% among 72,000; AID 995; note: potency is the fitted concentration of half-maximal effect; % is set by controls: 0 for no effect and ±100 for the full control effect; nearly all actives have a fitted effect of over 55% in size
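HEK293 cells stably expressing V1b receptor, seeded overnight in 1% FBS, were treated with compounds for 30 min at 37C, then stimulated 5 min with 25 nM vasopressin; phospho-ERK read by AlphaScreen SureFire after lysis.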
Epigenetic mod – epigenetic modulators derepressing GFP locus in mouse cells; hit rate 0.09% among 68,000; mouse C127i GFP locus derepression, cytometry, 30 h; Potency, µM (top dose mostly 46.1 µM), for the others: at the top dose GFP derepression (activation); AID 597; note: % of control where 0% means no effect
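Read-out is the number of GFP-positive cells, scored as fluorescent objects 20 to 120 um wide, reflecting derepression of a silenced CMV-GFP reporter in murine C127i cells after 30 h compound exposure at 37 C.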
Ub-GFP proteasome – proteasome inhibitors stabilizing ubiquitin-GFP reporter | AID 526 | Potency, µM (doses to about 45.9 µM), for the others: top-dose activation (GFP accumulation), most hits filed as activators | Ubiquitin-GFP reporter cells, proteasome inhibition, GFP fluorescence; response scale: untreated = 0%, 10 µM MG-132 = 100% | 67,000 tested, under 10 active; active = well fitted activation curve with a large enough effect, not every such curve was filed as active; inconclusive = small, poorly fitted or top-dose-only effect, or another doubt; inactive = no such curve, though single readings can be large or run the other way; note: potency is the fitted concentration of half-maximal effect
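U2OS cells expressing ubiquitin(G76V)-GFP, seeded overnight in 0.5% FBS medium, then treated 4 hr at 37 C across 46 uM to 2.9 nM. GFP-positive cells counted by laser cytometry (488 ex/515 em); %activity scaled between basal and 10 uM MG-132.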
* marks the source's active call; other numbers are inactive results; i = inactive; ? = inconclusive; / = not tested or not shown; & = joins results of further samples; [ ] = remark or other dose. Unless noted, calls come from the whole dose curve; as a rule, active = well fitted curve in the direction sought with a large enough effect; inconclusive = small, poorly fitted or top-dose-only effect, or another doubt; inactive = no such curve, though single readings can be large; an effect the other way counts as inactive or inconclusive. A portion of the library, so the mix of outcomes need not match the whole.

SMILES	FLuc inh	Hsp90 Hop PPI	A350 fluor	TexasRed autofl	4-MU autofl	Fluorescein autfl	HBB splice mod	CRE Fsk mod	ERK AVP block	Epigenetic mod	Ub-GFP proteasome
N#CS.N=C=S.N=C=S.[Cu].[NH2-].[NH2-].[NH2-].[NH2-].c1ccc2ncccc2c1	2%[11.4 µM]	0%[11 µM]	i	i	i	?	3.1%[9.22 µM]	26%[7.6 µM]	6%[11.5 µM]	-3%[9.22 µM]	-5%[9.17 µM]
COc1ccc(CCn2c(O)c(C=NCc3ccc4c(c3)OCO4)c(=O)[nH]c2=O)cc1OC	-1%	-6%	i	?	i	?	0.6%[57.5 µM]	?	-24%	2%	0%
CCc1nc(N2CCNCC2)c(C#N)c2c1CSC(C)(C)C2	-1%[25.5 µM]	/	?	i	?	i	/	/	/	0%[20.6 µM]	/
CC(=O)[C@@H]1CC[C@H]2[C@H]3CC[C@H]4C[C@@H](O)CC[C@]4(C)[C@@H]3C(=O)C[C@@]12C	-4%[25.5 µM]	-4%[26 µM]	i	i	i	i	0.1%[20.6 µM]	-9%[17.1 µM]	-1%[25.7 µM]	0%[20.6 µM]	0%[20.5 µM]
COc1cc(N)c(Cl)cc1C(=O)N[C@@H]1CN2CCC1CC2	1%	1%	/	/	/	/	/	-3%	-5%	0%	-10%
C[N+]1(C)[C@@H]2CC[C@H]1CC(OC(=O)[C@@H](CO)c1ccccc1)C2 (some centres not stated)	0%[25.5 µM]	1%[26 µM]	i	i	i	?	5.3%[20.6 µM]	-7%[17.1 µM]	24%[25.7 µM]	4%[20.6 µM]	-4%[20.5 µM]
c1ccc(C2=NP(N3CCOCC3)(N3CCOCC3)=NC(N3CCOCC3)=N2)cc1	11%	1%	i	i	i	i	-0.1%[57.5 µM]	2%	-10%	0%	-1%
CCN(CC)CCN=C(C)c1c(O)n(-c2ccccc2OC)c(=O)[nH]c1=O	5%[25.5 µM]	/	i	i	i	i	/	/	/	-3%[20.6 µM]	/
CC(C)CN1CC[C@@]2(CCCN(C(=O)Oc3ccccc3)C2)C1	0%[11.4 µM]	-4%	i	i	i	i	2.3%	-7%	0%	5%[9.22 µM]	-9%
CCCN(CCC)CCc1c[nH]c2ccc(C(N)=O)cc12	1%	?	i	?	i	?	1.3%	-19%	-2%	1%	-6%
Cc1cccn2c(=O)c3c(nc12)N1CCC(Cc2ccccc2)CC1C1(C3)C(=O)N(C)C(=O)N(C)C1=O (configuration not stated)	2%	-5%	2.2e-08M*	?	2.1e-08M*	?	0.1%[57.5 µM]	-2%	36%[activator]	0%	3%
Cc1ccccc1-c1nc(CS(=O)CC(=O)N2CCC3(CC2)OCCO3)c(C)o1 (configuration not stated)	-2%	-1%	i	i	i	i	-2.4%	-19%	12%	-2%	-3%
O=S(=O)(NCCO)c1cc[c]([Sb](=[O])([OH])[OH])cc1	-1%[11.4 µM]	-2%[11 µM]	6.3e-08M*	i	4.4e-08M*	i	7.2%[9.22 µM]	-14%[7.6 µM]	1%[11.5 µM]	3%[9.22 µM]	-5%[9.17 µM]
O.O.[NH-]C1(C(=O)O)CCCC1.[NH-]C1(C(=O)O)CCCC1.[Ni+2]	0%[11.4 µM]	-2%[11 µM]	i	i	i	i	0.7%[9.22 µM]	-4%[7.6 µM]	10%[11.5 µM]	6%[9.22 µM]	-9%[9.17 µM]
COc1ccc(N=C(C)c2c(O)n(C)c(=O)n(C)c2=O)c(OC)c1	-6%	-1%	i	i	i	i	5.2%	?	-17%	0%	0%
Cc1cc(C(=O)N2CCC3(CC2)OCCO3)cs1	4%	-5%	i	i	i	i	-0.5%	-6%	-17%	-1%	1%
CC(C)C[C@H](NP(=O)(O)O[C@@H]1O[C@@H](C)[C@@H](O)[C@@H](O)[C@H]1O)C(=O)N[C@@H](Cc1c[nH]c2ccccc12)C(=O)O	0%	-3%	i	i	i	i	0.4%	-3%	-12%	-2%	2%
O=C(c1cccc(N2CCCC2=O)c1)N1CCC2(CC1)OCCO2	1%	2%	i	i	i	i	-2.6%	?	-10%	1%	-1%
O=C(Oc1ccccc1)N1CCC2(CCCN(Cc3nccs3)C2)CC1	-12%[11.4 µM]	-4%	i	i	i	i	0.6%	?	14%	2%[9.22 µM]	-5%
COc1cccc(N2CCN(Cc3cccc(Cl)c3)CC2)c1	1%	9%	/	/	/	/	2.6%	1%	15%	2%	0%
C=CCOC(=O)COc1cc(C)cc2oc(=O)c3c(c12)CCC3	-2%	5%	/	/	/	/	7.7%	?	14%	8%	-6%
N=C1C(c2ccccc2)=C(O)CN1Cc1ccco1	-30%	-2%	i	i	i	i	-1.0%	-1%	-1%	-1%	4%
Fc1ccc2c(c1)nnn2C1CCN(Cc2ccccc2)CC1	0%	-5%	i	i	i	i	/	-2%	7%	4%	4%
CC(=O)OC1(Cc2ccccc2)CN2CCC1c1ccccc12 (configuration not stated)	0%[25.5 µM]	/	i	i	i	i	/	/	/	2%[20.6 µM]	/
Clc1ccc(CSC(Cn2ccnc2)c2ccc(Cl)cc2Cl)cc1 (configuration not stated)	-2%[25.5 µM]	/	i	i	i	?	/	/	?	-4%[20.6 µM]	/
COc1ccc(C[C@@H]2C(=O)N[C@H](C)C(=O)N(C)[C@@H]3C(=O)N(C)[C@@H](Cc4ccc(O)c(c4)Oc4ccc(cc4)[C@H]3O)C(=O)N[C@@H](C)C(=O)N[C@H](C)C(=O)N2C)cc1	-1%[11.4 µM]	-4%[11 µM]	i	i	i	i	3.4%[9.22 µM]	?	-13%[11.5 µM]	4%[9.22 µM]	1%[9.17 µM]
COc1cc2c(cc1OC)-c1c(OC)c(OC)c(CO)c3c1[C@H](C2)N(C)CC3	1%[11.4 µM]	2%	i	i	i	i	/	?	/	-5%[9.22 µM]	1%
O=C(c1ccc(CNS(=O)(=O)c2ccccc2)cc1)N1CCC2(CC1)OCCO2	0%	-4%	i	i	i	i	-2.6%	?	11%	-1%	-4%
Cc1[nH]c2c(Cl)cccc2c1CCN	-1%	-3%	i	i	i	i	-0.2%	-7%	22%	0%	-4%
C[C@H](Br)C(=O)N[C@H](CO)C(=O)O	1%[11.4 µM]	-2%[11 µM]	i	i	i	i	2.3%[9.22 µM]	12%[7.6 µM]	4%[11.5 µM]	-2%[9.22 µM]	4%[9.17 µM]
CC(CCc1ccccc1)NC(C)C(O)c1ccc(O)cc1 (configuration not stated)	1%[25.5 µM]	/	i	i	i	i	/	/	12%	0%[20.6 µM]	/
CCN(CC)CCCN=Cc1c(O)n(CCc2ccc(OC)c(OC)c2)c(=O)[nH]c1=O	1%	-1%	?	i	i	i	0.6%[57.5 µM]	5%	2%	4%	-2%
NC(=O)CSP(=O)(c1ccccc1)c1ccccc1	1%	-5%	/	/	/	/	0.4%	-6%	-13%	0%	5%
C=Cn1ccnc1P(=S)(c1c(C)nn(-c2ccccc2)c1C)c1nccn1C=C	3%	-6%	i	i	i	i	-0.3%[57.5 µM]	-8%	38%[activator]	1%	7%
CC12CCC(=O)C=C1CCC1C2CCC2(C)C(O)CCC12 (configuration not stated)	1%	-2%	/	/	/	/	-0.5%[9.22 µM]	3%	-25%	0%	15%
COc1ccccc1N1CCN(Cc2c(F)cccc2F)CC1	-1%	-2%	/	/	/	/	-1.4%	-7%	?	2%	-6%
CCCOC(=O)COc1cc(C)cc2oc(=O)c3c(c12)CCC3	0%	0%[11 µM]	/	/	/	/	1.5%[0.0738 µM]	?	12%	-4%	-22%[9.17 µM]
CCOC(=O)C1=C(N)OC2=C(C(=O)CCC2)C12C(=O)Nc1ccccc12 (configuration not stated)	3%	-1%	/	/	/	/	-2.7%	-1%	0%	0%	-10%
Clc1ccc(COC(Cn2ccnc2)c2ccc(Cl)cc2Cl)c(Cl)c1 (configuration not stated)	1%&5%[25.5 µM]	-11%[26 µM]	i	i	i	?	-1.8%[20.6 µM]	?	-4%	-4%&-2%[20.6 µM]	-5%[20.5 µM]
